# Screening results: PubChem, several laboratories
# HTR5A inv ctr: HTR5A inverse agonists in luminescence cell assay, primary screen, counter-screen for OPRM1-OPRD1 heterodimer inverse agonist project, full-deck HTS. 5-hydroxytryptamine receptor 5A (Homo sapiens), P47898. HTR5A cell line, inverse agonism. inhibition, % at 9.3 µM. 0.083% of 340,000 active; in the data active = inhibition mostly above about 23%, no sharp cut-off; inactive = mostly below about 18%;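 note: 0% = cells with DMSO and 100% = no-cell wells with DMSO; some compounds called inactive have numbers as strong as hits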
# Target sequence (P47898 whole entry, looked up): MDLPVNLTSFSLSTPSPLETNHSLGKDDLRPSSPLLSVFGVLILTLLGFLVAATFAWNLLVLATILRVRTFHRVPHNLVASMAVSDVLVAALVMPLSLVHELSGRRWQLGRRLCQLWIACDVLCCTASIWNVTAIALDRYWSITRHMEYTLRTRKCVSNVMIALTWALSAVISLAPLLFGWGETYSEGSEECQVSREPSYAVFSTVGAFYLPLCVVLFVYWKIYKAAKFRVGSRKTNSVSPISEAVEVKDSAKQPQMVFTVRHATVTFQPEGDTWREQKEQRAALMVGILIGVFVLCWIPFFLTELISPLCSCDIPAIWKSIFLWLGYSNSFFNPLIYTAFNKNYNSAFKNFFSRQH
# MITF TRPM1 HTS: activators of MITF-driven TRPM1 promoter reporter, primary screen, cell-based, SK-MEL-5, luciferase, single point. SK-MEL-5 TRPM1-promoter luciferase, 24 h; % of positive control, neutral wells = 0. activation, % at 12.5 µM. 0.75% of 300,000 active. AID 588334, 2011;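 active = mean activation of at least 80% with every replicate also reaching 80%; inconclusive = mean reaches 80% but some replicate falls short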;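 note: 0% = neutral control wells and 100% = parthenolide positive control wells; values of inactives mirror those of a sister screen read the other way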
# HTR5A ag ctr: HTR5A agonists in luminescence cell assay, primary screen, counter-screen for OPRM1-OPRD1 heterodimer agonist project, full-deck HTS; 0.61% of 340,000 active; activation, % at 9.3 µM; cell-based; AID 504692, 2011; 5-hydroxytryptamine receptor 5A (Homo sapiens), P47898; in the data active = activation mostly above about 9.5%, no sharp cut-off; inactive = mostly below about 7.6%;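 note: 0% = cells with vehicle only and 100% = reference agonist; strong numbers were not always called active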
# V-ATPase pHluor: regulators of yeast V-ATPase proton pumping, primary screen, pHLuorin cytosolic pH fluorescence; S. cerevisiae; response, % at 10 µM; 0.37% of 350,000 active; AID 504577, 2011; in the data active = response mostly above about 7.3%, no sharp cut-off; inactive = mostly below about 5.4%; note: actives read high; inactives centre near 0; some compounds called inactive have numbers as strong as hits; reference of the scale not given here
# NSD2 inh: NSD2 histone methyltransferase inhibitors, primary screen, biochemical, AlphaScreen, single concentration, set 2. AID 743445, 2014. 0.54% of 310,000 active. NSD2 peptide methylation, 120 min. inhibition, % at 12.5 µM. Histone-lysine N-methyltransferase NSD2 (Homo sapiens), O96028; in the data active = inhibition above about 50%
# SR-BI DiI inh: inhibitors of SR-BI mediated HDL lipid uptake, primary screen, ldlA[mSR-BI] cells, fluorescence, single point | Scavenger receptor class B member 1 (Mus musculus), Q61009 | ldlA[mSR-BI] CHO cells, DiI-HDL uptake fluorescence, 3 h | inhibition, % at 12.5 µM | 0.96% of 320,000 active | AID 488896, 2010;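 active = mean replicate inhibition of at least 70% and a set share of replicates each scoring 70 or more; inconclusive = meets just one of the two criteria; inactive = fails both criteria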;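 note: 0% = median of neutral control wells and 100% = median of positive control wells; values of inactives mirror those of a sister screen read the other way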
# Target sequence (Q61009 whole entry, looked up): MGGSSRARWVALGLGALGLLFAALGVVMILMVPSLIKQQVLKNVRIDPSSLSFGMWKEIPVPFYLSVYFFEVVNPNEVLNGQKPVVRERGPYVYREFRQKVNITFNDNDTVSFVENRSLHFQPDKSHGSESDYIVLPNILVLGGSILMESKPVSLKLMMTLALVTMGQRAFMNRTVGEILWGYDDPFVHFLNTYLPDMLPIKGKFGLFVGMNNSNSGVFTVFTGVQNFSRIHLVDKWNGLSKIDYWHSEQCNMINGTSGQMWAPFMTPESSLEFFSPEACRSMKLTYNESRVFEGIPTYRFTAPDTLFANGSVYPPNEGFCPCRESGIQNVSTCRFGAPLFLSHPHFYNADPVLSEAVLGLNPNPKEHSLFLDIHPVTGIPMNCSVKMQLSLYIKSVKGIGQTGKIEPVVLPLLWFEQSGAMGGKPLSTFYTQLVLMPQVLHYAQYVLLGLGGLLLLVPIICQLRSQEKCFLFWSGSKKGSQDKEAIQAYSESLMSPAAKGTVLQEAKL
# PvdQ inh: P. aeruginosa PvdQ acylase inhibitors, primary screen, biochemical, fluorescence, plate reader and imaging, single point; PvdQ acylase [Pseudomonas aeruginosa LESB58]; purified PvdQ acylase; inhibition, % at 10 µM; 0.063% of 340,000 active; in the data active = inhibition above about 30%, passing the limit was not always enough; inconclusive = no clear call, values can overlap the other calls;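 note: 0% = vehicle neutral wells and 100% = reference inhibitor wells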
# Wnt bcat act: Wnt/beta-catenin pathway activators, primary screen, cell-based, plate reader, single point; Wnt/beta-catenin reporter cell assay, activator; 1.2% of 300,000 active; activation, % at 9.35 µM; in the data active = activation above about 30%, passing the limit was not always enough; inconclusive = no clear call, values can overlap the other calls;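 note: 0% = neutral control wells and 100% = positive control wells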
# CDK5 p35 inh: inhibitors of human CDK5/p35 kinase, primary screen, biochemical, single concentration | Recombinant CDK5/p35, ADP-Glo luminescence, 60 min | inhibition, % at 10 µM | 0.01% of 330,000 active | AID 488839, 2010;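 active = highest replicate inhibition of at least 50% and at least 75% of replicates reaching 50%; inconclusive = only one of the two criteria met; inactive = both criteria failed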;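 note: plate controls were DMSO neutral control for no effect and GW8510 at 10 µM for full effect; many of its hits are not listed in these tables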
# dFosB activator: activators of delta FosB homodimer, primary screen, biochemical, fluorescence polarization, TAMRA-CDK5 oligo, single point; Protein FosB (Mus musculus), P13346; purified delta FosB; percent of positive-control signal above neutral wells; activation, % at 25 µM; 0.99% of 340,000 active; AID 493131, 2011;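 active = mean activation above about 17%, with every replicate also reaching it, limit read from the data, passing the limit was not always enough; inconclusive = only one of the two conditions met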;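 note: fluorescence polarization rise as delta FosB binds a TAMRA Cdk5 AP-1 oligo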
# Active calls of the source: *; ? = inconclusive; . = no result given.
SMILES,HTR5A inv ctr,MITF TRPM1 HTS,HTR5A ag ctr,V-ATPase pHluor,NSD2 inh,SR-BI DiI inh,PvdQ inh,Wnt bcat act,CDK5 p35 inh,dFosB activator
COc1cccc(N2CCN(CC(=O)NC(=O)NC3CCCCC3)CC2)c1,-14.0,-0.4,8.8,-2.1,1.7,-7.3,-3.2,0.2,2.3,4.1
COc1cc([N+](=O)[O-])ccc1N=Nc1c(N)[nH]n(-c2ccccc2)c1=O,.,5.0,.,0.3,9.1,9.8,5.7,-1.6,0.6,-15.6
O=C(COC(=O)COc1cccc(Br)c1)Nc1ccc(F)cc1F,-11.1,3.4,4.6,-2.3,-3.1,-10.3,-6.9,1.3,-1.2,-8.4
O=S(=O)(c1ccc(S(=O)(=O)N2CCOCC2)cc1)N1CCCC1,-5.7,1.7,2.1,-0.7,11.0,2.2,10.6,0.1,-2.3,7.6
O=C(CN(C(=O)Cn1nnc(-c2cccs2)n1)c1ccc2c(c1)OCCO2)NC1CCCCC1,11.9,-25.8,-1.6,1.5,7.0,3.7,-2.5,.,1.5,-7.4
COC(=O)c1sccc1NC(=S)Nc1ccc(OC)cc1,-2.6,4.1,1.9,-4.5,16.9,13.0,4.7,1.2,0.4,-3.4
CN1CCN(C(=O)c2ccccc2-c2ccccc2C(=O)O)CC1,-17.3,5.6,3.3,1.6,-5.1,-3.2,5.0,.,-1.3,-4.2
COc1ccc(/C=C(\NC(=O)c2ccc(OC)cc2)C(=O)Nc2ccc(C(=O)O)cc2)cc1,-14.9,-8.0,4.0,3.8,-0.8,-8.3,-15.3,0.2,-1.3,-9.6
S=C(NCc1ccco1)Nc1cc(Cl)c(Cl)cc1Cl,9.8,9.4,-3.7,-1.4,-0.6,10.9,3.3,3.3,0.8,1.2
C=CCSc1nnc(COc2ccc(=O)n(-c3ccccc3)n2)n1CC,-3.6,2.7,1.4,-4.7,2.1,1.4,-11.8,-0.5,-1.0,1.6
O=C(c1ccccc1Sc1ccccc1[N+](=O)[O-])N1CCCCC1,11.6,-7.9,-4.7,5.1,0.8,17.1,6.5,-1.3,0.2,-0.7
COc1cccc(-c2nc(C(=O)NCC3CCCO3)cc3c2[nH]c2ccccc23)c1 (stereo not given),5.3,4.7,5.2,1.0,.,?,-17.5,-1.7,-0.8,-5.2
CCOC(=O)c1sc(NC(=O)Cn2nnc3sc4c(c3c2=O)CCCC4)nc1C,-32.1,0.2,12.2,3.4,-0.8,-0.2,-11.1,-7.8,-1.3,-8.9
CCOC(=O)N/N=C(\C)c1ccc(C)o1,-5.8,0.5,2.2,-1.0,0.7,-3.5,-8.6,-0.7,-0.8,-1.9
Cc1ccc(S(=O)(=O)N2CCC[C@H]2C(=O)Nc2ccc(F)cc2C)cc1,13.3,-20.2,-1.4,2.6,7.6,8.3,-5.4,-3.7,-1.4,-3.8
COCCNC(=O)c1cccc(NC(=O)C2=C(C)OCCS2)c1,7.0,7.3,-2.0,0.8,3.4,-20.6,-10.5,-0.1,0.4,0.6
Cc1cc(/C=N/NC(N)=S)c(C)n1-c1ccc(Br)cc1,-9.6,-10.4,-4.2,-1.6,-5.0,?,-16.9,-1.1,0.7,-11.8
COCCN(C(=S)Nc1ccccc1OC)C(C)c1cccs1 (stereo not given),-18.0,-7.6,-1.6,1.6,0.5,-13.1,-17.0,.,1.4,-5.2
COc1cc(OC)c(NC(=O)CC(C)=O)cc1Cl,-7.6,10.6,4.0,-0.1,-1.5,21.6,5.3,-10.9,1.1,4.1
C/C(=N\O)C(=O)NCCCn1ccnc1,8.0,-5.5,-3.1,-5.0,-2.5,-0.4,17.2,-2.0,1.2,2.4
O=C1C2CCCN2C(c2ccco2)N1c1ccc(F)cc1 (stereo not given),-5.2,-3.3,2.1,4.5,23.6,-27.9,-3.0,0.5,0.5,4.7
CCOc1ccccc1-n1c(SCC(=O)Nc2ccccc2C(=O)O)nc2ccccc2c1=O,-24.4,-5.7,10.0,2.0,1.0,-5.6,-2.8,16.2,-0.5,-9.5
Cc1ccc(-n2nc3c(c2NC(=O)C(C)C)CS(=O)(=O)C3)c(C)c1,10.5,0.9,-2.7,-1.6,-3.2,-2.7,6.2,0.6,0.6,0.3
O=C(NCc1ccc2c(c1)OCO2)c1ccc(CN2CCOCC2)cc1,6.0,-4.1,6.8,-2.3,-1.3,-34.0,2.0,-3.8,-3.2,-0.3
CC1(C)CC(NC(=O)c2cccc([N+](=O)[O-])c2)CC(C)(C)N1,-20.2,11.2,1.5,0.5,-0.8,-2.0,4.5,-2.0,0.1,-5.2

# (list continues)
SMILES,HTR5A inv ctr,MITF TRPM1 HTS,HTR5A ag ctr,V-ATPase pHluor,NSD2 inh,SR-BI DiI inh,PvdQ inh,Wnt bcat act,CDK5 p35 inh,dFosB activator
Cc1ccc(CCNC(=O)CS(=O)Cc2nc(-c3cccs3)oc2C)cc1 (stereo not given),11.0,-10.3,0.7,-3.6,2.9,.,0.7,2.0,-0.2,-9.0
O=C(COC(=O)Cc1ccc(Br)cc1)NCc1ccc2c(c1)OCO2,-2.5,-4.1,0.9,-1.3,-3.3,-36.7,-2.4,-2.9,0.0,3.3
COc1ccc(OC)c(-n2c(=S)[nH]c3cc(C(=O)N4CCCCC4)ccc3c2=O)c1,-23.7,-6.1,0.6,0.4,.,.,-3.7,-1.2,0.0,0.4
O=C(CCCN1C(=O)c2cccc3cccc(c23)C1=O)NCCN1CCOCC1,1.8,0.7,-0.7,-4.3,-1.3,2.3,2.2,-0.4,1.6,1.4
COc1ccc2cc(C(=O)C3CCCN(Cc4cnc(N5CCOCC5)s4)C3)ccc2c1 (stereo not given),5.2,-5.2,3.7,3.1,3.5,-3.1,-4.6,-1.1,0.5,-11.3
COc1ccc(Cn2c(CCC(=O)NCCC(C)C)nc3ncccc3c2=O)cc1,-2.2,-2.7,0.6,-2.5,0.6,-53.4,2.8,2.4,-1.8,-4.0
Cc1ccccc1NC(=S)NNC(=O)c1ccco1,12.8,-3.5,2.0,3.2,11.7,5.6,-15.2,-1.9,0.9,-0.4
CCc1ccccc1NC(=O)CCCSc1nc2ccccc2s1,11.0,-13.0,-4.6,-1.6,-1.5,-26.3,-4.2,1.0,-0.4,0.9
Nc1ccc(S(=O)(=O)c2cc(O)c3ccccc3c2O)cc1,0.1,-41.7,0.0,-0.6,.,0.0,2.2,-2.5,3.5,-11.1
Cc1ccc(CNC(=O)c2cc(S(=O)(=O)N3CCOCC3)cn2C)cc1,-4.0,14.1,1.3,-2.2,.,-20.4,-6.1,5.4,2.4,-2.6
Cc1nnc(NC(=O)c2c(F)cccc2F)s1,0.7,9.8,-0.2,5.0,.,-19.6,-12.8,0.8,0.4,-1.9
CC1(C)CC(CCN(Cc2ccccc2)C(=O)c2ccco2)(c2ccccc2)CCO1 (stereo not given),7.5,-5.0,-2.8,3.3,0.2,11.4,-11.1,0.9,-4.4,-33.1
O=c1oc2ccccc2c(NCc2ccccc2F)c1[N+](=O)[O-],15.7,-6.5,-1.6,2.7,0.9,-12.2,4.4,-1.9,2.0,-7.5
CNCc1ccccc1OCc1ccccc1F,2.7,-3.4,-1.0,1.4,53.4*,-1.5,-6.4,-1.2,-0.1,4.0
N#Cc1ccccc1OCC(=O)Nc1cccc(S(=O)(=O)N2CCCCCC2)c1,5.3,5.7,0.6,-1.1,-1.1,26.7,-11.7,-6.4,-2.0,-9.6
COc1ccc(S(=O)(=O)Nc2ccc3c(c2)C(=O)N([C@H](C)CO)C[C@H](C)[C@H](CN(C)Cc2ccc(C(=O)O)cc2)O3)cc1,7.6,4.6,10.2,-2.1,.,8.4,-8.5,-1.6,0.9,-1.9
Cc1cc(OC(=O)c2ccccc2Cl)cc(=O)n1C,-2.5,-10.2,15.7*,-2.0,-1.6,0.2,-12.2,-3.0,-0.7,-0.5
CCOc1ccc(N2C(=O)CN(C)C2=S)cc1,-6.8,8.1,2.6,-1.6,.,0.2,-13.9,.,-1.7,3.6
Oc1c(CN2CCCC2)cc(COCc2ccccc2)c2cccnc12,-29.3,-75.1,-1.6,-2.5,.,-11.7,-13.9,2.5,0.5,3.2
CC(=O)C(=Nc1ccccc1Cl)NNc1ccc(Cl)cc1,-24.1,-7.1,-4.8,6.0,14.4,43.2,-15.6,-1.6,0.9,-4.0
CC(NC(=O)C(=O)N1CCCCC1)C(c1cccs1)N1CCN(C)CC1 (stereo not given),-57.8,-2.7,-3.4,-0.7,-1.5,1.8,7.9,-3.5,2.2,-3.0
COC(=O)c1ccc(Nc2nc(C)cc(C)n2)cc1,8.4,30.0,1.3,0.2,-1.2,0.3,-8.4,.,-3.4,-1.0
CCOC(=O)C1=C(C)NC2=C(C(=O)CC(C)(C)C2)C1c1cccc(C)n1 (stereo not given),7.2,-0.1,-2.8,3.7,22.8,3.3,-13.0,-1.7,0.3,-1.6
Cn1c(=O)n(-c2cccc(Cl)c2)c(=O)c2c3c(sc21)COC(C)(C)C3,-23.6,-13.1,2.2,-2.9,-1.0,19.8,1.6,-7.6,1.4,0.4
COCc1cc(=O)[nH]c(-c2ccccc2OC(F)(F)F)n1,8.5,-2.5,-0.2,1.7,-3.2,-21.5,-8.6,3.5,1.4,-5.9

# New compounds follow:
SMILES,HTR5A inv ctr,MITF TRPM1 HTS,HTR5A ag ctr,V-ATPase pHluor,NSD2 inh,SR-BI DiI inh,PvdQ inh,Wnt bcat act,CDK5 p35 inh,dFosB activator
Cc1ccc2c(c1)NC(=O)[C@@]1(C)[C@@H](c3ccccc3)[C@H]3COc4ccccc4[C@@H]3N1C2=O,-3.5,-1.7,1.3,-1.2,.,-6.0,-10.1,-2.9,-2.2,2.3
Cc1cc(/C=C(\C#N)C(=O)Nc2ccccc2)c(C)n1-c1ccc(C(=O)O)cc1,-31.1,-0.8,-1.5,0.6,3.0,.,12.2,-2.5,8.2,0.0
COc1ccc(CC(=O)N[C@@H]2c3cc(OC)c(OC)cc3C[C@H]2O)cc1,13.0,-2.3,-3.6,0.2,.,-6.4,14.0,0.6,10.9,-0.7
Cc1ccc2nc(N(CCCN(C)C)C(=O)c3ccc4ncsc4c3)sc2c1,-10.6,10.2,2.6,-2.4,10.0,10.7,-9.3,-22.0,-2.3,-2.8
Cn1c(SCC(=O)NCC2CCCO2)nc2c([nH]c3ccccc32)c1=O (stereo not given),-5.6,-11.2,22.4*,-5.2,0.1,14.1,7.2,1.0,5.7,0.1
CN(C(=S)Nc1ccc(SC(F)F)cc1)c1ccc(O)cc1,4.2,14.5,1.7,-3.3,-1.9,-0.7,-3.2,4.6,0.3,0.6

# The order is random. Share with any hit: about 5%.
